Compound activity from PubChem BioAssay.
GlmU inhibition: inhibition of mycobacterial GlmU enzyme – biochemical, glucosamine-1-phosphate acetyltransferase (AID 1376); M. tuberculosis GlmU acetyltransferase enzyme assay; higher % means a stronger effect; inhibition, %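 (tested at 30 µM in the primary screen)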; hits with a dose series show IC50 in µM; 220,000 tested, 0.25% active; in the data active = inhibition above about 13%; inconclusive = no clear call, values can overlap the other calls;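 also: 0% = complete reaction with vehicle and 100% = reaction without substrate; strong numbers were not always called active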
RmlCD inh 1536: inhibitors of Mycobacterium tuberculosis RmlC and RmlD coupled enzymes; RmlC+RmlD coupled enzyme assay, percent inhibition; primary screen in compound mixtures; inhibition, % at 3.6 µM; 160,000 tested, 0.03% active; AID 1533; in the data active = inhibition mostly above about 34%, no sharp cut-off; inconclusive = no clear call, values can overlap the other calls; inactive = mostly below about 22%; also: some results filed as inactive read as strong as hits
Target sequence (P9WH09 whole entry, looked up): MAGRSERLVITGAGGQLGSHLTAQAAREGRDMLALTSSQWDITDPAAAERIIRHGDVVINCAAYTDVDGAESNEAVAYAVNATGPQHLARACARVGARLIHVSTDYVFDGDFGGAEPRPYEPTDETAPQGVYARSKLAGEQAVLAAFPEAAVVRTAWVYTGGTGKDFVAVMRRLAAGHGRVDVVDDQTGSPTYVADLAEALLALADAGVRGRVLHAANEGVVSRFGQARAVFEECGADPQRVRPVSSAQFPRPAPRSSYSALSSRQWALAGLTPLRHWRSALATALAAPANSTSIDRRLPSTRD
Target sequence (P9WH11 whole entry, looked up): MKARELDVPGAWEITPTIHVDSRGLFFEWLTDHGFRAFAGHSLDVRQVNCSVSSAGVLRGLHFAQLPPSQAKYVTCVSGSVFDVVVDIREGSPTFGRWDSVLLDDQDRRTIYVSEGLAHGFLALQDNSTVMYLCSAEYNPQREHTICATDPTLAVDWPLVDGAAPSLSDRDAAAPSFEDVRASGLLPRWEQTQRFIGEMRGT
The depositor's hits bear a star; ? = inconclusive; / = no result given; & = joins results of further samples. These rows are one share of the data; count on the stated rates, not on these rows.

entry	compound	GlmU inhibition	RmlCD inh 1536
1	Cc1c(C(=O)N2CC(C)OC(C)C2)sc2nc(-c3ccccc3)cn12 (centres undefined)	8.9%	/
2	CCC(=O)Nc1ccc(C(=O)NCc2ccccn2)cc1	-0.4%	7
3	COc1ccc(S(=O)(=O)N(c2onc(C)c2Cl)S(=O)(=O)c2ccc(OC)c(OC)c2)cc1OC	-2.7%	/
4	O=C(Cc1ccsc1)NCC(c1ccco1)N1CCCCC1 (centres undefined)	0.1%	/
5	Cn1c(NCc2cccnc2)nc2c1c(=O)n(Cc1ccccc1F)c(=O)n2C	2.2%	3
6	Cc1cc(C(=O)COc2ccc(-c3nnco3)cc2)c(C)n1Cc1ccccc1	-0.5%	/
7	c1ccc(Cn2nnnc2C(c2cccs2)N2CCSCC2)cc1 (centres undefined)	-2.2%	-9
8	COc1ccc(/C=N\N=C2/SC(CC(=O)O)C(=O)N2c2ccc(O)cc2)cc1OC (centres undefined)	3.3%	-10
9	CCc1ccc2c(c1)C(c1ccc([N+](=O)[O-])cc1)=NNC(c1ccc(Br)cc1)=N2	-3.4%	-4
10	COC(=O)CSc1nnc(C)c(=O)[nH]1	-5.7%	/
11	Cc1ccc(NC(=O)COC(=O)c2cccc(N3C(=O)c4ccccc4C3=O)c2)cc1	4.1%	-6
12	O=c1c2ccccc2nc(SCc2cc(=O)n3ccsc3n2)n1CCCO	-0.5%	-8
13	Cc1oc2cc(O)ccc2c(=O)c1N1C(=O)c2ccccc2C1=O	3.3%	30
14	Cc1cccc(NC(=O)C2SC(=Nc3c(C)cccc3C)C(C(=O)N3CCOCC3)=C2N)c1 (centres undefined)	-0.8%	26
15	Cc1ccc2nc(SC(C)C(=O)NCc3ccc4c(c3)OCO4)[nH]c2c1 (centres undefined)	2.0%	-10
16	CC(C)Cn1nc(NS(=O)(=O)c2ccccc2)c2cc3ccccc3nc21	1.3%	-9
17	O=C(Nc1cccc2c1[nH]c1ccccc12)C(F)(F)F	3.2%	/
18	O=C(NCCc1ccccc1)C1CCC(CNS(=O)(=O)c2cccc3cccnc23)CC1 (centres undefined)	4.6%	-13
19	CCCNS(=O)(=O)c1ccc(OCC(=O)NCCCOC)cc1	1.8%	2
20	COc1ccc(NCc2nnc(SCC(=O)NCc3ccccc3)n2-c2ccccc2OC)cc1	1.9%	/
21	Cc1cc(N2CCC(C)CC2)nc(-c2ccccc2O)n1	3.6%	-4
22	CC(C)c1onc(C(=O)N2CCN(Cc3ccccc3)CC2)c1[N+](=O)[O-]	1.1%	/
23	N#C/C(=C\c1ccccc1[N+](=O)[O-])C(=O)NC1CCCCC1	5.5%	-14
24	Cc1ccc(C(=O)c2no[n+]([O-])c2C(=O)c2ccc(C)cc2)cc1	-1.9%	/
25	Cc1c(C(=O)Nc2ccc(S(=O)(=O)NCC3CCCO3)cc2)cccc1[N+](=O)[O-] (centres undefined)	-5.5%	/
26	O=C(C1CCCN(S(=O)(=O)c2cccnc2)C1)N1CCN(c2ccccn2)CC1 (centres undefined)	2.3%	/
27	CS(=O)(=O)N(Cc1ccc(Cl)cc1)c1ccc(C(=O)NCC2CCCO2)cc1 (centres undefined)	2.3%	-8
28	CSCCC(NC(=O)c1ccc(C)o1)C(=O)O (centres undefined)	-0.3%	/
29	COc1ccc2c(c1)C1=NN(/C(C)=C/C(C)=O)C(c3ccc(F)cc3)C1CC2 (centres undefined)	0.9%	23
30	O=S(=O)(c1ccc2c(c1)nc(COc1ccc(Cl)cc1)n2CC1CCCO1)N1CCOCC1 (centres undefined)	0.2%	/
31	CCOC(=O)CN1C(=O)CCSc2ccc(Cl)cc21	-4.8%	4
32	COC(=O)c1c(C)oc(C)c1S(=O)(=O)NCc1ccc(Cl)cc1Cl	-4.0%	-4
33	O=S(=O)(NCc1ccccn1)c1ccc(Cl)c(C(F)(F)F)c1	2.6%	19
34	CC(=O)Nc1ccc(NC(=O)C(C)O/N=C/c2cccc([N+](=O)[O-])c2)cc1 (centres undefined)	2.7%	/
35	CCOc1ccc(NC(=O)C23CC4CC(C2)CC(c2ccccc2)(C4)C3)cc1	1.4%	1
36	COc1ccc(S(=O)(=O)N2CCC[C@H]2C(=O)NC2=NCCS2)cc1	5.4%	/
37	CN(CCNC(=O)c1cn(C)c2ccc(S(=O)(=O)N(C)C)cc2c1=O)CCc1ccccc1	3.8%&2.1%	/
38	Cc1sc(N)nc1-c1ccccc1	2.1%	-10
39	CCC(NS(=O)(=O)c1ccc(C)cc1)C(=O)O (centres undefined)	0.7%	7
40	O=C(Nc1cc(Sc2ccccn2)cc([N+](=O)[O-])c1)c1ccc([N+](=O)[O-])cc1	/	7

Ordered by SMILES length (high to low): part of the list above
entry	compound	GlmU inhibition	RmlCD inh 1536
33	O=S(=O)(NCc1ccccn1)c1ccc(Cl)c(C(F)(F)F)c1	2.6%	19
39	CCC(NS(=O)(=O)c1ccc(C)cc1)C(=O)O (centres undefined)	0.7%	7
38	Cc1sc(N)nc1-c1ccccc1	2.1%	-10

(continued)
entry	compound	GlmU inhibition	RmlCD inh 1536
41	CCC(C)NC(=O)C1CCC(=O)N(c2ccc3c(c2)OCO3)C1c1ccc(OC)cc1 (centres undefined)	7.1%	/
42	Cc1ccc(-n2[nH]c(C)c(C=Nc3ccc(Br)cn3)c2=O)cc1	-3.1%	-6
43	C[N+]1(C)CCN(c2ccccc2)CC1	-5.3%	/
44	CCCCCCC(=O)Nc1nnc(CC)s1	2.6%	/
45	N#Cc1ccc(OCC(O)CS(=O)(=O)c2ccc(F)cc2)cc1 (centres undefined)	3.4%	-18
46	C=CCNC(=O)c1ccc(Cn2cc(C(F)(F)F)ccc2=O)cc1	3.0%	-8
47	O=C(N/C(=C\c1cn(-c2ccccc2)nc1-c1ccccc1)C(=O)N1CCOCC1)c1ccccc1	-6.6%	15
48	COc1ccccc1C(=O)n1nc(C)cc1C	-1.6%	2
49	Oc1oc(-c2cccc3ccccc23)nc1/C=N/c1nccs1	-7.8%	6
50	O=C(/C=C/c1ccc2c(c1)OCO2)c1ccc(F)cc1	-6.3%	/
51	COc1cccc(=O)c2c(C)oc(C)c12	1.3%	/
52	c1cc2c(cc1CCNC1CCCCCC1)OCO2	2.1%	/
53	O=C(Oc1c(CN2CCOCC2)cc(Cl)c2cccnc12)c1ccccc1	-4.5%	-16
54	Cc1ccc2nc3sc(C(=O)Nc4ccc(N5CCOCC5)cc4)c(N)c3cc2c1	/	11
55	O=C(COc1ccc(Cl)cc1)NCc1ccncc1	2.4%	3
56	Cc1cc2cc(CCNC(=O)C(=O)c3c[nH]c4ccccc34)c(=O)[nH]c2cc1C	2.3%	3
57	COC(=O)CN(c1ccccc1[N+](=O)[O-])S(=O)(=O)c1ccccc1	-4.4%	24
58	CCOc1cccc(C(=O)N(Cc2ccco2)C2CCS(=O)(=O)C2)c1 (centres undefined)	0.1%	5
59	CCOC(=O)Cc1csc2nc3sc(C)c(C)c3c(=O)n12	-3.4%	3
60	O=C(NCCc1ccccc1)C1CC(=O)N(C2CCCCCC2)C1 (centres undefined)	-0.8%	14
61	COc1ccc(-n2c(SCc3ccc([N+](=O)[O-])cc3)nnc2-c2ccccc2)cc1	-1.7%	-3
62	Cc1ccc(C)c2[nH]c(=O)c(CN(Cc3ccc4c(c3)OCO4)Cc3nnnn3Cc3ccco3)cc12	2.4%	/
63	O=C(c1cccc([N+](=O)[O-])c1)N1CCCC(C(=O)N2CCCCC2)C1 (centres undefined)	2.0%	-14
64	Cc1cc(C)c(-n2c(C)cc(/C=C3/NC(=O)NC3=O)c2C)c(C)c1	-1.0%	-8
65	COc1ccc(C(=O)Nc2ccc(S(=O)(=O)Nc3cc(C)nc(C)n3)cc2)c(OC)c1	-0.3%	-9
66	Cc1cc(/C=C(\C#N)C(=O)O)c(C)n1CC(C)C	2.5%	?
67	Cc1ccc(Cn2c(=O)n(Cc3ccco3)c(=O)c3ccccc32)cc1	0.2%	-7
68	CC(=O)CC(=O)Nc1ncc(C(F)(F)F)cc1Cl	0.0%	-10
69	O=C1CCCC2=C1C(c1ccccc1)CC(=O)N2c1ccccc1 (centres undefined)	-2.9%	/
70	C/C(=N\NC(=O)COc1ccc(C(C)(C)C)cc1)c1ccc(OC(F)F)cc1	-7.2%	7
71	C=CCn1c(SCC(=O)N2CCc3ccccc3C2)nc2sc(C)cc2c1=O	0.6%	/
72	NNc1nc(Nc2ccccc2)nc(N2CCCCC2)n1	-5.2%	/
73	OCCN1CCN(CC(O)COc2ccc(C34CC5CC(CC(C5)C3)C4)cc2)CC1 (centres undefined)	-12%	-4
74	CC(=O)O[C@H]1CC[C@@]2(C)C(=CC[C@H]3[C@@H]4CC[C@H](C(C)=O)[C@@]4(C)CC[C@@H]32)C1	-6.1%	/
75	CC1(C)CC(NC(=O)c2cccc3ccccc23)CC(C)(C)N1	5.5%	60
76	c1cc(CN2CCCCC2)cc(OCCCNc2nc3ccccc3s2)c1	-4.1%	/
77	CSc1nnc(C2CCNCC2)n1C	6.0%	/
78	CC(=NCc1ccco1)c1c(O)n(-c2ccc(C)cc2)c(=O)[nH]c1=O	3.7%	/
79	CCc1ccc(/C=C2\Oc3c(ccc(O)c3CN3CCN(C)CC3)C2=O)cc1	0.1%	-3
80	CC(=O)c1c(C(C)=O)c(C)n(-c2ccc(N)c(C)c2)c1C	-3.0%	8
81	Cc1cc(Cl)ccc1OCCCC(=O)NCC1CCCO1 (centres undefined)	2.4%	-3
82	CCOC(=O)C(=NC1CCCCC1)NNc1cccc(C(F)(F)F)c1	0.4%	-10
83	COc1cccc(-n2nnnc2SCC(=O)Nc2nc3c(s2)CCCC3)c1	0.9%	/
84	N#Cc1cc2c(nc1SCC(=O)O)CCCC2	-0.1%	/
85	COc1cccc(OCCn2cccc2/C=C2/C(=N)N3OC(C)=CC3=NC2=O)c1	-0.1%	-6
86	Cc1cc(OCCn2ccnc2)ccc1C(C)C	-4.2%	-3
87	CCOC(=O)c1cnc(SCC(=O)Nc2ccc(N3CCOCC3)c(Cl)c2)nc1N	-2.5%	/
88	COc1ccc(CCn2c(=O)[nH]c3cc(C(=O)N4CCN(c5ccccc5)CC4)ccc3c2=O)cc1OC	0.2%	8

An excerpt of these results, as labelled records.
(56) Cc1cc2cc(CCNC(=O)C(=O)c3c[nH]c4ccccc34)c(=O)[nH]c2cc1C
  GlmU inhibition = 2.3%; RmlCD inh 1536 = 3

(57) COC(=O)CN(c1ccccc1[N+](=O)[O-])S(=O)(=O)c1ccccc1
  GlmU inhibition = -4.4%; RmlCD inh 1536 = 24

(58) CCOc1cccc(C(=O)N(Cc2ccco2)C2CCS(=O)(=O)C2)c1 (centres undefined)
  GlmU inhibition = 0.1%; RmlCD inh 1536 = 5

(59) CCOC(=O)Cc1csc2nc3sc(C)c(C)c3c(=O)n12
  GlmU inhibition = -3.4%; RmlCD inh 1536 = 3

(next part)
entry	compound	GlmU inhibition	RmlCD inh 1536
89	Cn1cc([N+](=O)[O-])c(C(=O)NNC(=O)c2ccc([N+](=O)[O-])cc2)n1	2.8%	13
90	CCOc1ccc(S(=O)(=O)Nc2ccccc2SC)cc1	-1.3%	-4
91	O=C(CC1S/C(=N/N=C/c2ccco2)NC1=O)Nc1cccc(Cl)c1Cl (centres undefined)	0.6%	-6
92	COc1ccc(C2C(C(=O)OC3CCCCC3)=C(C)Nc3nnnn32)c(OC)c1OC (centres undefined)	1.7%	/
93	CS(=O)(=O)N(CC(=O)Nc1ccccc1C(=O)NCCc1ccccc1)c1ccc2c(c1)OCCO2	-2.7%	-5
94	CCOC(=O)c1nnn(CC(=O)N2N=C(c3ccccc3)CC2c2ccccc2)c1C(=O)OCC (centres undefined)	-0.8%	/
95	COc1ccc2c(CCNC(N)=S)c[nH]c2c1	3.8%	-10
96	C=CCn1c(O)c(C(CC)=NCC2CCCO2)c(=O)[nH]c1=O (centres undefined)	1.3%	14
97	CCCN(c1ccc(C(=O)OC)cc1)S(=O)(=O)c1ccccc1	-1.8%	-9
98	COc1cc(OC)cc(C(=O)NCC2CCCO2)c1 (centres undefined)	-1.8%	-11
99	C=CCn1nc2n(c1=O)-c1ccccc1SC2	2.2%	-3
100	CN(C)c1nc2c(c(N)nn2-c2ccc(Cl)cc2)c(=O)o1	3.0%	-13
101	CCc1ccc(NCc2nc(-c3ccccc3)no2)cc1	-5.0%	-11
102	CCCn1nnc(NC(=O)c2cccnc2Cl)n1	5.4%	/
103	CC(C)CNC(=S)NNC(=O)c1ccc(OC(F)F)cc1	1.7%	16
104	O=C(NCCCN1CCOCC1)c1cccs1	-3.4%	1
105	Cc1cc(C)n(C(=O)COc2ccccc2C)n1	-0.5%	/
106	C=CCCN(C1CCCC1)S(=O)(=O)c1ccccc1Br	-0.4%	/
107	CCCNC(=O)CN(C)S(=O)(=O)c1ccc(F)cc1	0.6%	0
108	COc1ccc(N2CCN(c3ccc([N+](=O)[O-])nc3)CC2)cc1	-3.7%	/
109	COc1ccc(C2NC(C(=O)O)Cc3c2[nH]c2ccccc32)cc1OC (centres undefined)	5.9%	10
110	CC(=O)C1C(=O)CC(C)(O)C(C(C)=O)C1c1ccccc1 (centres undefined)	-1.9%	-6
111	Cn1c(NC(=O)c2ccccc2Br)cc(=O)n(C)c1=O	5.4%	-5
112	CC(=O)N1c2ccc([N+](=O)[O-])cc2NC(=O)CC1C (centres undefined)	4.0%	/
113	COc1ccc(C2/C(=C(/O)c3ccccc3)C(=O)C(=O)N2C)cc1 (centres undefined)	1.5%	7
114	Clc1ccc(-c2nnc3n2CCCC3)cc1Cl	2.7%	34
115	Cc1occc1C(=O)NC1CCCCCCC1	1.2%	3
116	CC1CCCCC1NC(=O)CN(C)S(=O)(=O)c1cccc2cccnc12 (centres undefined)	-2.2%	-13
